High-throughput results from PubChem BioAssay.
TNAP activators – human TNAP enzyme activators, primary screen, biochemical, luminescent, no phosphate acceptor, uHTS (AID 1001); Alkaline phosphatase, tissue-nonspecific isozyme (Homo sapiens); purified TNAP, luminescent activation assay, no phosphate acceptor; higher activation fold means a stronger effect; activation fold at 20 µM, or EC50 in µM where a hit was titrated; hit rate 0.03% among 200,000; in the data active = activation fold from about 3, or a potency from the dose series; inactive = the rest, 99 in 100 with activation fold below about 1.6; also: many of its hits are not listed in these tables
NTR1 ag – agonists of NTR1, primary screen, imaging, U2OS cells, beta-arrestin-GFP, high content (AID 493036); Neurotensin receptor type 1 (Homo sapiens), P30989; hit rate 0.17% among 330,000; NTR1-U2OS beta-arrestin-GFP spot imaging, agonist mode; activation, % at 20 µM;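 active = activation at or above 40% of the spot to cytoplasm intensity ratio, with at least 20 cells analyzed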;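 also: 0% = DMSO without peptide and 100% = 100 nM NTR1 peptide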
Target sequence (P30989 whole entry, looked up): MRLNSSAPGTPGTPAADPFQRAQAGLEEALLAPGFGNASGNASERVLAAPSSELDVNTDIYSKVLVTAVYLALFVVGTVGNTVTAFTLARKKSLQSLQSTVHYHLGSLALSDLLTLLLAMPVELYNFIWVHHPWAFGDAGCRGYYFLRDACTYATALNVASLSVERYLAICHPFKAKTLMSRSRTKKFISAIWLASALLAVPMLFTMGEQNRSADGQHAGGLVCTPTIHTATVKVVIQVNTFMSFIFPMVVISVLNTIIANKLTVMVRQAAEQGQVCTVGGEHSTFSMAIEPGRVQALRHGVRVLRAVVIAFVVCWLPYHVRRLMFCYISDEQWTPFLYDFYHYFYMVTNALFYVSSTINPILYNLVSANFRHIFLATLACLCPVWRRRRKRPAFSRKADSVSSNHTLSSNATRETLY
HEK293 NOD2/NF-kB – NOD2 signaling inhibitors, cell-based, luminescence, uHTS, HEK293 (AID 1566); HEK293 NOD2/NF-kB luciferase reporter, luminescence; higher % means a stronger effect; inhibition, % at 4 µM, or EC50 in µM where a hit was titrated; hit rate 0.63% among 290,000; also: many of its hits are not listed in these tables
KOR beta-arrestin-1 – KOR agonists, beta-arrestin recruitment, primary screen, cell-based, luminescence, uHTS (AID 1777). KOR beta-arrestin recruitment, luminescence; higher % means a stronger effect. one-dose activation, % at 10 µM; EC50 in µM for titrated hits. hit rate 0.02% among 280,000. Kappa-type opioid receptor (Homo sapiens); in the data active = activation above about 50%, passing the limit was not always enough; also: a part of the inactive calls stands beside numbers as strong as those of hits
GPR55 activation – GPR55 agonists via beta-arrestin recruitment, primary screen, imaging, U2OS cells, beta-arrestin-GFP redistribution (AID 1961); U2OS GPR55 beta-arrestin-GFP redistribution imaging; higher % means a stronger effect; activation, % at 10 µM; hits with a dose series show EC50 in µM; hit rate 0.048% among 290,000;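 active = activation above 40% with more than 50 cells counted in the well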;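 also: U2OS osteosarcoma cells stably expressing GPR55 and beta-arrestin-GFP; plate controls were DMSO negative control for no effect and LPI positive control for full effect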
CSM14.1 death rescue – rescue of cells from ER stress-induced death, primary screen, 384-well, CSM14.1, thapsigargin, ATP luminescence (AID 1222). one-dose cellular ATP content (survival), % at 20 µM; EC50 in µM for titrated hits. 190,000 tested, under 10 active. CSM14.1 thapsigargin-induced death rescue, ATP luminescence; higher % means a stronger effect;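 active = EC50 below 50 µM in the dose-response confirmation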;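 also: death triggered by thapsigargin at about 15 µM added after 2 h compound pretreatment; cell ATP read after overnight thapsigargin exposure of roughly 18 to 22 hours; normalized against plate controls of thapsigargin alone and 5% DMSO vehicle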
Yfh1-off respiration – enhancers of respiration in Yfh1-depleted yeast, dose response, Friedreich's ataxia, plus single-dose screen (AID 1465) | S. cerevisiae Yfh1-off respiration, WST-1 reduction, 72 h; higher fold induction means a stronger effect | fold induction at 50 µM; hits with a dose series show EC50 in µM | hit rate 0.074% among 220,000;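 active = fold induction of absorbance versus untreated yeast above a set limit, then at least 30% activation at any dose in follow-up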;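 also: activators that raise dye reduction in frataxin-depleted yeast; strong numbers were not always called active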
KOR beta-arrestin-2 – KOR antagonists, beta-arrestin recruitment, cell-based, luminescence, uHTS (AID 1778); Kappa-type opioid receptor (Homo sapiens); KOR beta-arrestin recruitment, luminescence, antagonist mode; higher % means a stronger effect; inhibition, % at 10 µM; hits with a dose series show IC50 in µM; hit rate 0.091% among 290,000; also: strong numbers were not always called active
NOD1 NF-kB reporter – NOD1 signaling inhibitors, primary screen, cell-based, luminescence, uHTS (AID 1578); NOD1-driven NF-kB luciferase reporter cells, luminescence; higher % means a stronger effect; inhibition, % at 4 µM, or EC50 in µM where a hit was titrated; hit rate 1% among 290,000; in the data active = inhibition mostly above about 36%, no sharp cut-off; inactive = mostly below about 34%;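 also: HEK-293T reporter cells stimulated with the NOD1 agonist gamma-tri-DAP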
NTR1 ag cell count 20 µM – further read-out of NTR1 ag, marked with its call; cell count; measured here: cell count, cytotoxicity flag
* marks the source's active call; other numbers are inactive results; i = inactive; / = not tested or not shown; [ ] = dose if it differs, or a comment. Rule as the data show it, unless noted: active = inhibition above about 50%; inactive = the rest. A portion of the library. The share of hits here may be higher or lower than overall.

SMILES | TNAP activators | NTR1 ag | NTR1 ag cell count 20 µM | HEK293 NOD2/NF-kB | KOR beta-arrestin-1 | GPR55 activation | CSM14.1 death rescue | Yfh1-off respiration | KOR beta-arrestin-2 | NOD1 NF-kB reporter
Cc1nc(CNC(=O)c2cc(COc3ccc(F)cc3Cl)on2)cs1 | 1 | 1.1 | 47 | -30% | -2.8% | -0.3% | 0.7% | i | 0% | -43%
Nc1cc(Nc2ccccc2)c2nonc2c1[N+](=O)[O-] | / | -0.5 | 93 | 11% | -0.2% | -0.2% | / | / | 0% | 4%
CCNC(=S)N(CCc1c(C)[nH]c2ccc(Cl)cc12)Cc1cccnc1 | / | 2.3 | 104 | -21% | -6.0% | -0.2% | / | / | / | 11%
O=C1COc2ccc3ccccc3c21 | / | -1.2 | 44 | -6% | 3.6% | -0.1% | / | / | -16% | -3%
CC(C)n1c(N2CCN(C(=O)NCc3ccccc3)CC2)nc2ccccc21 | 1 | -1.2 | 91 | 11% | -7.9% | -0.2% | 4.1% | i | 12% | 1%
Cc1cccn2c(CNCC(C)Oc3cccnc3)c(C(=O)N3CCOCC3)nc12 (stereo not drawn) | / | -0.6 | 51 | 9% | 3.5% | 0.0% | / | i | 15% | 0%
COC(=O)c1c(NC(=O)CN(c2ccc(C)c(C)c2)S(C)(=O)=O)sc2c1CCCC2 | 1.1 | 19 | 57 | 9% | -2.1% | -0.3% | 3.2% | i | 4% | 13%
CC(=O)N(C)c1nc(N)n(-c2ccccc2)n1 | 1 | -0.8 | 89 | -18% | 3.5% | 0.6% | -1.6% | i | -66%[20 µM] | 15%
CCOc1cc(C2C(C#N)=C(N)Oc3n[nH]c(-c4ccccc4)c32)ccc1O (stereo not drawn) | 0.6 | 7.1 | 76 | 15% | 5.1% | -0.1% | -0.9% | i | -8% | 23%
C=CCn1c(C)nnc1SCC(=O)NC1CCCCC1 | / | 0.9 | 66 | 2% | 1.2% | 0.4% | / | / | 23% | -20%
CS(=O)(=O)c1ccc(C(=O)NCC(c2ccco2)N2CCCCC2)cc1 (stereo not drawn) | 1 | -1.6 | 72 | 12% | 0.3% | 1.1% | -0.1% | i | -12% | -18%
CCOC(=O)c1ccc(NC(=O)c2nc(S(=O)(=O)Cc3ccccc3)ncc2Cl)cc1 | / | 0.0 | 35 | 29% | 9.7% | -0.1% | / | / | 49% | 2%
CCOC(=O)N1CCN(c2c(N3CCN(c4ccc(OC)cc4)CC3)c(=O)c2=O)CC1 | 1.1 | -0.3 | 100 | 4% | -0.9% | -0.1% | 0.7% | i | -10% | 5%
CCOc1ccc(NC(=O)CCC(=O)Oc2ccc(C)cc2)cc1 | / | -1.2 | 111 | 4% | -0.4% | 0.0% | / | / | -8% | 3%
NS(=O)(=O)c1ccc(CNC(=O)c2cccc(Oc3ccccc3)c2)cc1 | / | 2.2 | 80 | 25% | -7.7% | 0.0% | / | / | -17% | 2%
CCNS(=O)(=O)c1ccc(NC(=O)Cc2ccc(F)cc2)cc1 | 1.1 | -0.1 | 51 | -3% | -3.8% | -0.1% | / | i | 12% | -18%
CC(=O)NC(CC(=O)O)c1ccc([N+](=O)[O-])cc1 (stereo not drawn) | / | -0.4 | 50 | -4% | 1.4% | -0.1% | / | i | 35% | -10%
CC(C)Oc1ccccc1/C=N/NC(=O)c1ccccc1Cl | / | -0.5 | 58 | 5% | 0.5% | 0.0% | / | i | 14% | 0%
CCc1ccc(C(=O)COC(=O)c2cccs2)cc1 | 1 | 0.3 | 60 | -10% | 0.7% | -0.2% | -2.5% | / | -16% | 8%
COc1cc2c(cc1OC)C(C)N(S(=O)(=O)c1ccc(C)cc1)CC2 (stereo not drawn) | / | 1.3 | 42 | -4% | 2.6% | -0.1% | / | / | -40% | -10%
COc1cc2c(cc1OC)CN(C(=O)c1ccc(S(=O)(=O)N3CCCCCC3)cc1)CC2 | 1.2 | 1.7 | 39 | 4% | 3.4% | -0.4% | -0.6% | i | 44% | -3%
COc1cc2c(cc1OC)C1(CCCC1)CNC2C (stereo not drawn) | 1.1 | -0.5 | 57 | 19% | -4.3% | 0.4% | -0.5% | i | 7% | -1%
CSc1ccccc1C(=O)Nc1ccc2c(c1)OCCO2 | 1.1 | -1.1 | 54 | 14% | -1.2% | -0.2% | -2.1% | i | 16% | -17%
COC(=O)Cc1cc(=O)n2[nH]c(C)cc2n1 | 1.1 | -0.7 | 57 | -2% | -3.3% | -0.2% | 1.8% | / | -29% | -16%
COc1ccc(C(=O)NC(=S)NNC(=O)c2cccnc2)cc1 | / | -1.1 | 41 | -3% | -1.6% | 0.4% | / | / | -6% | -34%
More entries:
SMILES | TNAP activators | NTR1 ag | NTR1 ag cell count 20 µM | HEK293 NOD2/NF-kB | KOR beta-arrestin-1 | GPR55 activation | CSM14.1 death rescue | Yfh1-off respiration | KOR beta-arrestin-2 | NOD1 NF-kB reporter
O=C1Nc2ccccc2C1=Nc1ccc(F)cc1 | / | 0.1 | 89 | 25% | -7.0% | 0.0% | / | / | -6% | 1%
Nc1nnnn1/N=C/c1ccc(Br)cc1 | / | -0.6 | 73 | -14% | -4.3% | -0.2% | / | / | -8% | -34%
O=[N+]([O-])c1ccccc1CSc1ccccn1 | / | -0.2 | 52 | 0% | -3.2% | -0.1% | / | i | 16% | -8%
Cc1cc(C)n(C2CC(=O)N(c3cccc(Cl)c3)C2=O)n1 (stereo not drawn) | 1.1 | 1.0 | 30 | 0% | -3.4% | -0.3% | -0.2% | i | 5% | -17%
O=C(Cn1nc(-c2ccc(Cl)cc2)ccc1=O)NCCN1CCOCC1 | 1.1 | -2.5 | 98 | -2% | 0.4% | -0.1% | 1.2% | i | -13% | -18%
CC(CCc1ccccc1)NC(=O)c1ccncc1 (stereo not drawn) | 1.1 | -0.8 | 84 | 16% | -2.8% | -0.1% | -1.7% | i | 21% | -5%
COc1ccc(Cl)cc1-n1c(C)ccc1C | 1 | -2.3 | 55 | -12% | 2.5% | -0.5% | -0.6% | i | 14% | -11%
CC(C)Oc1cccc(-c2cc(C(=O)N3CCN(S(C)(=O)=O)CC3)c3ccccc3n2)c1 | 0.9 | 2.3 | 46 | -29% | 4.1% | -0.3% | -3.6% | i | -75% | 5%
O=C1c2sc3nc4n(c(=O)c3c2CCC1Br)CCCCC4 (stereo not drawn) | 0.9 | 1.2 | 67 | -26% | 7.8% | -0.1% | -0.1% | i | -26% | 22%
O=C(NC1=NCCS1)c1ccccc1 | / | 0.2 | 44 | 3% | -3.4% | 1.1% | / | / | -41%[20 µM] | -12%
CCNC(=S)Nc1scc(-c2ccccc2)c1C(=O)OCC | 1 | 0.3 | 59 | 20% | -1.9% | -0.2% | 0.3% | i | -6% | -9%
CN1C(=S)SC(N(O)C(=O)Nc2ccccc2)C1(C)C (stereo not drawn) | 1.1 | 0.0 | 58 | 14% | -1.3% | 0.4% | -2.0% | i | 31% | -12%
CCN(CC(=O)NC1CCS(=O)(=O)C1)S(=O)(=O)c1cccc(C(C)=O)c1 (stereo not drawn) | 1 | -1.5 | 57 | 9% | 1.9% | 0.0% | 0.1% | i | -38% | -17%
O=C(Nc1ccccc1N1CCCCC1)c1ccc(N2C(=O)c3ccccc3C2=O)cc1 | 1.1 | 4.9 | 71 | -6% | 0.7% | 0.3% | -4.3% | i | 12% | -31%
COc1cc(C(=O)NCc2ncccc2C)ccc1OC1CCN(C(C)=O)CC1 | / | -0.8 | 49 | 11% | -0.6% | 0.3% | / | / | 5% | -12%
CCC(=O)NC(c1ccc(OC)cc1)c1c(O)ccc2ccccc12 (stereo not drawn) | 1.1 | 1.9 | 66 | -9% | -0.9% | -0.1% | 3.2% | i | -109%[20 µM] | -15%
CCN(C(=O)CSc1nnnn1-c1cc(C)ccc1OC)C1CCS(=O)(=O)C1 (stereo not drawn) | 1.1 | -0.4 | 43 | 9% | -4.8% | 0.4% | -3.2% | i | 2% | -2%
CSCCC1COC(c2cccs2)=N1 (stereo not drawn) | 1 | 2.2 | 57 | 8% | -4.9% | -0.3% | 2.7% | i | 5% | -4%
CCOc1cc(C=O)ccc1OCC(=O)NC(C)(C)C | 1.1 | 1.6 | 69 | 1% | 3.0% | 0.3% | 0.2% | i | -13% | -40%
CCO[C@H]1OC(C(=O)Nc2ccccc2)=C[C@@H](c2ccc(C(F)(F)F)cc2)[C@@H]1CCCO | 1 | 4.0 | 81 | -7% | / | -0.2% | 4.8% | i | 27% | -5%
O=C(NC1CCCCC1)C1CCN(S(=O)(=O)c2cccs2)CC1 | 1.1 | 2.0 | 80 | -2% | 1.6% | 0.3% | -1.5% | i | 1% | -9%
CCOc1ccc(NC(=O)NNC(=O)C(C)Oc2ccccc2OC)cc1 (stereo not drawn) | / | -1.4 | 45 | 3% | 0.4% | 0.3% | / | / | 15% | -20%
CCSCc1nc(N)nc(NCCc2ccccc2)n1 | / | 0.3 | 63 | 12% | -4.0% | -0.4% | / | / | -28%[20 µM] | -18%

Part of the list above in a different format.
| canonical_smiles | TNAP activators | NTR1 ag | NTR1 ag cell count 20 µM | HEK293 NOD2/NF-kB | KOR beta-arrestin-1 | GPR55 activation | CSM14.1 death rescue | Yfh1-off respiration | KOR beta-arrestin-2 | NOD1 NF-kB reporter |
| --- | --- | --- | --- | --- | --- | --- | --- | --- | --- | --- |
| Nc1cc(Nc2ccccc2)c2nonc2c1[N+](=O)[O-] | / | -0.5 | 93 | 11% | -0.2% | -0.2% | / | / | 0% | 4% |
| CCNC(=S)N(CCc1c(C)[nH]c2ccc(Cl)cc12)Cc1cccnc1 | / | 2.3 | 104 | -21% | -6.0% | -0.2% | / | / | / | 11% |
| O=C1COc2ccc3ccccc3c21 | / | -1.2 | 44 | -6% | 3.6% | -0.1% | / | / | -16% | -3% |
| CC(C)n1c(N2CCN(C(=O)NCc3ccccc3)CC2)nc2ccccc21 | 1 | -1.2 | 91 | 11% | -7.9% | -0.2% | 4.1% | i | 12% | 1% |
| Cc1cccn2c(CNCC(C)Oc3cccnc3)c(C(=O)N3CCOCC3)nc12 (stereo not drawn) | / | -0.6 | 51 | 9% | 3.5% | 0.0% | / | i | 15% | 0% |
| COC(=O)c1c(NC(=O)CN(c2ccc(C)c(C)c2)S(C)(=O)=O)sc2c1CCCC2 | 1.1 | 19 | 57 | 9% | -2.1% | -0.3% | 3.2% | i | 4% | 13% |
| CC(=O)N(C)c1nc(N)n(-c2ccccc2)n1 | 1 | -0.8 | 89 | -18% | 3.5% | 0.6% | -1.6% | i | -66%[20 µM] | 15% |
